Source: PubChem BioAssay
AMA1-RON2 inh: AMA1-RON2 (P. falciparum) interaction inhibition. AlphaScreen AMA1-biotinylated RON2 peptide binding. Potency, µM (top dose mostly 58.2 µM), for the others: at the highest dose activity change, negative = inhibition, most hits filed as inhibitors. actives 0.2% (n = 360,000). AID 720542; active = well fitted inhibition curve with a large enough effect; inconclusive = small, poorly fitted or top-dose-only effect; inactive = no such curve, though single readings can be large or run the other way;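 also: potency is read from the fitted curve at half-maximal effect; 0% = vehicle wells and -100% = peptide control; nearly all actives have a fitted effect of over 45% in size; some results filed as inactive show a strong effect at the top dose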
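AMA1 (3D7) with his tag at 25 nM final met compounds first, then biotinylated RON2 peptide at 25 nM; detection used donor plus acceptor beads, 10 µg/mL apiece, read by AlphaScreen after 30 min at room temperature.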
HCMV inh: inhibitors of human cytomegalovirus; HFF cells, HCMV-luciferase reporter, 72 h; stronger effect = lower value; activity change, negative = inhibition, % at 57.5 µM; actives 4.5% (n = 410,000); in the data active = activity change below about -60%; inconclusive = no clear call, values can overlap the other calls; inactive = above about -39%
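After 16 h attachment at 37C, HFF cells received test compound and HCMV-luciferase (1 PFU/cell); reporter luminescence read 72 h later, data normalized against buffer-only and known inhibitor Salinomycin.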
* hit, by the source's call; ? = inconclusive; [ ] = remark or other dose. Unless noted, % is scaled to controls: 0 for no effect and ±100 for the full control effect.

Start of the listing, in advance:
Molecule	AMA1-RON2 inh	HCMV inh
COc1ccc(CN2C(=O)c3ccccc3C2c2nnnn2-c2c(C)cccc2C)cc1OC (stereo unspecified)	-5.9%	-15.2
O=C(COC(=O)c1cc(S(=O)(=O)N2CCOCC2)ccc1F)Nc1ccccc1C(F)(F)F	6.4%	-21.6
Cc1ccc(Cc2c(-c3ccc(C)cc3)nc3c4ccccc4ccn23)cc1	-17.5%	14.1

The list itself, from the first entry:
Molecule	AMA1-RON2 inh	HCMV inh
COc1ccc(CN2C(=O)c3ccccc3C2c2nnnn2-c2c(C)cccc2C)cc1OC (stereo unspecified)	-5.9%	-15.2
O=C(COC(=O)c1cc(S(=O)(=O)N2CCOCC2)ccc1F)Nc1ccccc1C(F)(F)F	6.4%	-21.6
Cc1ccc(Cc2c(-c3ccc(C)cc3)nc3c4ccccc4ccn23)cc1	-17.5%	14.1
CC(=O)c1c(C)[nH]c(C(=O)OCC(=O)NCc2ccccc2)c1C	-8.8%	-3.8
COc1ccc(-c2c(C(=O)c3ccccc3)[nH]c(N)c2C(N)=O)cc1OC	9.6%	2.2
CCc1nc2ccc(C(=O)NCCNC(C)=O)cn2c1N(CCC(C)C)CCN(C)C	9.2%	39.9
OC[C@@H]1CN(Cc2cccs2)C[C@H](n2cnc3c(NC4CCC4)ncnc32)O1	-2.7%	4.6
O=C1NC(=O)C(=C2CCOC2=O)N1	1.6%	-11.9
Cc1ccc(F)cc1C(=O)N1CCOCC1c1cc(C(=O)Nc2ccccc2)no1 (stereo unspecified)	-0.5%	-24.1
O=C(NCc1cccs1)c1ccc2sc([C@@H]3O[C@H](CO)[C@H](O)[C@H](O)[C@H]3O)nc2c1	-1.5%	15.9
CCOC(=O)C1(C)CCN1C(=O)c1cccc2ccccc12 (stereo unspecified)	-0.7%	1.5
S=C(NN=Cc1ccccn1)Nc1ccccn1	-29.7%	279.3
COc1cc2nn(-c3ccccc3N)nc2cc1OC	71.4%[activator]	43.8
CCC/C=C/c1ccc(CN2C(C(C)C)C(=O)N(Cc3cn(CCOCOC)nn3)CCS2(=O)=O)cc1 (stereo unspecified)	7.0%	7.5
Cn1ccc2c(-c3ccc(C(N)=O)cc3)cc3c(c21)C1CCC3O1 (stereo unspecified)	0.4%	8.4
O=C(NCCN1CCC(n2c(=O)[nH]c3ccccc32)CC1)c1ccc(Cl)cc1Cl	-23.6%	-35.1
COc1ccncc1-c1ccc(C2=CC(=O)CC(C)(C)C2=O)cc1	?	17.8
Cn1ccc2c(N3c4ccccc4CCc4ccccc43)cc3c(c21)C1CCC3C1 (stereo unspecified)	-7.9%	-93.4*
COc1cccc(C(c2nnnn2C(C)(C)C)N2CCC3(CC2)C(=O)NCN3c2ccccc2)c1OC (stereo unspecified)	-16.7%	-15.4
CC(=O)Nc1cnc(-c2ccccc2C(F)(F)F)cn1	6.1%	?
O=C(Nc1c(-c2ccc(Cl)cc2)[nH][nH]c1=O)c1ccccc1Cl	9.5%	-10.9
CC1C(O)=C(c2ccccc2)P(=O)(Cc2ccccc2)C1C (stereo unspecified)	1.7%	15.5
COC(=O)N1CCCCC1c1cc(C(=O)NCc2ccccc2)no1 (stereo unspecified)	14.3%	59.8
CCc1nc2c(OCCc3cccc(OC)c3)cccn2c1N(C=O)Cc1ccccc1	-6.8%	-6.8
CCN(CC(=O)NC(C)(C)C)C(=O)c1cccc(S(=O)(=O)N2CC3(C)CC2CC(C)(C)C3)c1 (stereo unspecified)	-3.2%	2.5
O=C(COC(=O)c1ccccc1)NCC1COc2ccccc2O1 (stereo unspecified)	-3.2%	4.8
C[C@@H]1CN([C@@H](C)CO)S(=O)(=O)c2ccc(Br)cc2O[C@@H]1CN(C)S(=O)(=O)c1cn(C)cn1	-4.5%	1.5
CCCCCC(=O)N1C[C@@H](O)[C@H](n2cc(-c3ccc(F)cc3)nn2)C[C@@H]1c1ccc(OC)cc1	7.8%	35.8
Cc1cc(=O)n2c(nc3ccccc32)s1	13.5%	?
CCCCn1nnnc1C(c1cc2ccccc2o1)N(C)Cc1ccccc1 (stereo unspecified)	2.2%	-5.0
Cc1ccc2nc(-c3ccc(F)cc3)c(CC3CCCCC3)n2c1	4.4%	63.8
Nc1nc2ccc(Cl)cc2cc1C(=O)NCCc1ccc(Cl)cc1Cl	3.9%	-21.4
CCCc1nc2c3ccccc3ccn2c1Cc1ccc(OC)cc1C	-14.3%	-0.8
O=C(NCc1cccc(Cl)c1)c1ccc(-c2ccc(F)c(F)c2)c2ccoc12	15.5%	-18.1
OC(c1ccc(-c2ccccc2)cc1)c1ncc(-c2ccc(F)cc2)[nH]1 (stereo unspecified)	0.0%	-1.2
CN1CCC(N2CCN(C3CN(Cc4cn(Cc5ccc(F)cc5)nn4)S(=O)(=O)C3)CC2)CC1 (stereo unspecified)	5.4%	3.8
CC(=O)NC(c1ccccc1)c1nc(-c2ccc(F)c(Cl)c2)cs1 (stereo unspecified)	-0.7%	15.3
CCOC(=O)[C@]12CCCC=C1N(Cc1cccc3ccccc13)C(=O)[C@H](CC(=O)N1CCC(c3ccccc3)CC1)C2	-18.0%	2.8
COCCNC(=O)C1(C)CCN(C(=O)c2cc(C)nn2C(C)(C)C)C1 (stereo unspecified)	0.7%	-16.1
Cc1nc(C(=O)O)cc([N+](=O)[O-])c1C	-8.0%	-14.5
Cc1cccc(N2CCN(C(=O)COc3noc4nc(C)cc(C)c34)CC2C)c1 (stereo unspecified)	-4.4%	1.5
CC(=O)Oc1ccc(Cn2c(C)c(C(=O)NCCC#N)sc2=O)cc1	0.0%	-18.6
Cc1cccc(C)c1-n1nnnc1C1(C)CCC(=O)N1Cc1cccnc1 (stereo unspecified)	0.8%	-16.8
CC1(Cc2ccccc2C#N)C(=O)Nc2cc(-c3ccccc3Cl)ccc21 (stereo unspecified)	-6.2%	-32.9
CCCS(=O)(=O)NC(=O)C1(C)CCN(C(=O)c2ccc(C(F)(F)F)cc2)C1 (stereo unspecified)	17.4%	-14.4
Cc1ccc(S(=O)(=O)NC(=O)C2(C)CCN2C(=O)c2ccccc2)nc1 (stereo unspecified)	75.5%[activator]	-11.7
COc1cccc(-c2cnc3c(NC(C)=O)cc(-c4cccc(C(=O)N(C)C)c4)cn23)c1	-9.8%	-6.0
Cc1c(C(=O)NCc2ccc([N+](=O)[O-])cc2)sc(=O)n1Cc1ccc(-c2ccccc2)cc1	7.6%	-84.2*
COc1ccc(-c2nc3ccc(C)cn3c2CC2CCCCC2)cc1OC	-24.8%	23.5
CCCCn1nnnc1C(c1ccccc1)N1CCN(c2cc(C)ccc2C)CC1 (stereo unspecified)	-1.0%	6.7
Cc1[nH]ncc1Nc1c(C(C)C)cccc1C(C)C	-6.4%	-23.1
FC(F)(F)c1ccccc1Cc1c(-c2cccc(Br)c2)nc2c3ccccc3ccn12	129.2%[activator]	29.4
CN(C)c1ccc(/C=C/CNC[C@H]2O[C@@H](n3ccc(N)nc3=O)[C@H](O)[C@@H]2O)cc1	-9.6%	-22.8
O=c1[nH]c(=S)[nH]c2c1[C@H](CCc1cccc(Cl)c1)O[C@H](C1CCCC1)C2	94.4%[activator]	-39.3
COc1ccc(C(=O)N2CCCCC2c2cc(C(=O)Nc3ccccc3)no2)cc1 (stereo unspecified)	1.5%	?
CN(C)c1ccc(-c2ccnc3c2CC(C)(C(=O)NCCc2ccccc2)O3)cc1 (stereo unspecified)	?	0.7

New compounds follow:
Molecule	AMA1-RON2 inh	HCMV inh
O=C1c2ccccc2C(c2nnnn2-c2ccc3c(c2)OCCO3)N1C1CC1 (stereo unspecified)	0.6%	-9.4
CCOC(=O)c1cnn2c(SC)ncnc12	103.6%[activator]	10.9
C/C(=N\NC(=O)c1nnn(-c2nonc2N)c1CSc1ccc(C)cc1)c1cccs1	5.4%	-20.4
CCCCC(c1nc2ccccc2[nH]1)n1c(=O)c(-c2ccccc2)nc2cc(C)c(C)cc21 (stereo unspecified)	3.0%	-39.8
OC[C@@H]1CN(CCN2CCOCC2)C[C@H](n2cnc3c(NCc4ccco4)ncnc32)O1	14.8%	13.6
OC[C@@H]1CN(Cc2cccs2)C[C@H](n2cnc3c(N4CCCC4)ncnc32)O1	4.8%	40.7
c1cc2[nH]c3ccncc3c2cn1	-6.5%	-22.4
Cc1ccc(-c2ccc3c(c2)O[C@H](CN(C)Cc2cncnc2)[C@@H](C)CN([C@H](C)CO)S3(=O)=O)cc1	-5.5%	-11.5
C[C@H](CO)N1C[C@H](C)[C@@H](CN(C)S(=O)(=O)c2ccc3c(c2)OCCCO3)OCc2cnnn2CCCC1=O	2.5%	-6.2
O=C1NC[C@@H](CCCCN2C[C@H](Cc3ccc(O)cc3)N(Cc3ccccc3)C(=O)C2=O)N(CC2CCCCC2)C1=O	-5.5%	-16.4
O=C1C(c2ccccc2)CN1Cc1ccccc1 (stereo unspecified)	3.8%	27.3
Cc1c(CN(C)C(=O)C2CCC(=O)N(Cc3ccccc3F)C2)[nH]c2ccccc12 (stereo unspecified)	6.5%	11.3
CC(=O)Nc1ccc(S(=O)(=O)N(CC(=O)NCC2CCCO2)Cc2ccccc2Cl)cc1 (stereo unspecified)	8.3%	8.1
O=C(O)c1ccccc1-c1ccc(C=c2sc3nc4cc(Br)cnc4n3c2=O)o1	?	-12.5
O=C(COC(=O)Cc1ccc(Cl)cc1Cl)NCc1ccco1	-3.6%	12.5
CC1(Cc2ccc(S(C)(=O)=O)cc2)C(=O)Nc2ccc(Cl)cc21 (stereo unspecified)	6.7%	-13.0
CCOc1ccc(-c2nc(CSCC(=O)NC3CCN(Cc4ccccc4)CC3)c(C)o2)cc1	-18.0%	-94.2*
CCC(C(=O)Nc1c(C)cccc1C)n1c(-c2ccc(=O)[nH]c2)nc2ccccc21 (stereo unspecified)	-7.5%	73.8
COc1ccc(NC(=O)C2Cc3c(-c4cccc(NC(C)=O)c4)ccnc3O2)cn1 (stereo unspecified)	?	6.1
CC(C)(C)c1ccc(C(=O)N2CCC2(C)C(=O)NCc2ccc3c(c2)OCO3)cc1 (stereo unspecified)	-11.1%	-12.8
COc1ccc(S(=O)(=O)NC(=O)C2(C)CCN2C(=O)COc2ccc(Cl)cc2)cc1 (stereo unspecified)	7.7%	-12.0
CCC(C)C(CO)NCCCn1cnc2c(OC)ncnc21 (stereo unspecified)	-2.3%	-13.4
CC(=O)c1ccc2c3c(ccc([N+](=O)[O-])c13)CC2	-4.7%	-38.9
CCCS(=O)(=O)NC(=O)C1(C)CCCN(C(=O)c2ccc(C(=O)OC)cc2)C1 (stereo unspecified)	23.6%	23.2
CS(=O)(=O)c1ccc(Cl)c(NC(=O)CSc2nnc3n2CCCCC3)c1	0.8%	?
CSc1ccccc1NC(=O)C1(C)CCN1C(=O)CCC1CCCC1 (stereo unspecified)	2.4%	-34.9
CN1C(=O)CN=C(c2ccc[nH]2)c2cc(Cl)ccc21 (tested in a mixture with another compound)	61.1%[activator]	70.3
C=CCNc1ncnc2c1ncn2[C@H]1CN(Cc2ccc(F)cc2)C[C@@H](CO)O1	-12.4%	59.8
CCCCCc1c(-c2ccccc2OC)ncn1CCc1ccccc1OC	-19.3%	-83.2*
N#CC1(NC(=O)CSc2nnc(C3CC3)n2N)CCCCC1	0.0%	-21.8
COc1ccccc1Cc1c(-c2ccc(C#N)cc2)nc2ccc(Br)cn12	9.5%	41.5
CCCCNC(=O)CN1C(=O)CSc2ccc(S(=O)(=O)N3CCOCC3)cc21	3.2%	1.2
Cn1c(=O)c2cc(NC(=O)NCCc3cccs3)ccc2n1Cc1cccc(C(F)(F)F)c1	-5.3%	?
CCOC(=O)CNC(=O)N1Cc2ccc(Br)cc2-n2nncc2C1	10.5%	-22.5
Cc1ccc(S(=O)(=O)N2CC3C(=O)C[C@@H](c4ccccc4Cl)N(S(=O)(=O)c4ccc(C)cc4)C3CC2c2ccccc2)cc1 (stereo partly specified)	-5.3%	-15.4
CCOC(=O)[C@]12CCC=C1N(Cc1cccc3ccccc13)C(=O)[C@H](CC(=O)NCc1cccc(C(F)(F)F)c1)C2	-1.9%	19.4
CCOC(=O)C(=O)N(C)c1c(CC)nc2c(OCc3cccc(Cl)c3)cccn12	-0.4%	3.9
CCOC(=O)C1(C)CCCN(C(=O)c2cccc(OC(F)(F)F)c2)C1 (stereo unspecified)	-12.5%	9.4
COc1ccc(-n2nnnc2C(c2cccc3ccccc23)N2CCC(n3c(=O)[nH]c4ccccc43)CC2)cc1 (stereo unspecified)	-22.8%	?
CCC1NC(=O)c2cccnc2-n2c1nc1ccc(F)cc1c2=O (stereo unspecified)	-3.2%	15.6
O=C(Nc1ccc2c(c1)OCCO2)C1C(c2ccccc2)=Nc2ccccc2N1C(=O)c1cccnc1 (stereo unspecified)	12.3%	123.9
Cc1ccccc1Nc1n[nH]c(=S)s1	102.3%[activator]	2.5
C=CCNc1ncnc2c1ncn2[C@H]1CN(CCN2CCOCC2)C[C@@H](CO)O1	-1.9%	-33.3
Cn1cnc(S(=O)(=O)N2CCCCC2c2cc(C(=O)NCc3ccc(F)cc3)no2)c1 (stereo unspecified)	-0.5%	-14.5

This is a subset; rates above refer to the full screens.
